tim10-1 inh: tim10-1 yeast growth inhibition; S. cerevisiae tim10-1 ts strain growth, BacTiter-Glo, 24 h; inhibition, % at 20 µM; 330,000 tested, 2.2% active; AID 463190;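 active = inhibition of at least 40%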;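 note: mutant grown at 25 °C; 0% = DMSO wells with yeast and 100% = wells holding no yeast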
TIM10 inh: TIM10 yeast growth inhibition; S. cerevisiae TIM10 strain growth, BacTiter-Glo luminescence, 24 h; inhibition, % at 10 µM; 330,000 tested, 1.4% active;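 active = inhibition of 40% or more at the single tested concentration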;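 note: wild-type TIM10 isogenic control strain grown at permissive 25 °C; 0% = DMSO yeast wells and 100% = minimal medium wells without yeast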
CXCR6 inh: CXCR6 (human) receptor inhibition; O00574; CHO-K1 PathHunter CXCR6 beta-arrestin, luminescence; inhibition, % at 20 µM; 360,000 tested, 0.36% active; in the data active = inhibition above about 34%, passing the limit was not always enough;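 note: antagonist mode with CXCL16 agonist at 10 nM final; 0% = 10 nM CXCL16 with DMSO and 100% = unstimulated wells without agonist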
Target sequence (O00574 whole entry, looked up): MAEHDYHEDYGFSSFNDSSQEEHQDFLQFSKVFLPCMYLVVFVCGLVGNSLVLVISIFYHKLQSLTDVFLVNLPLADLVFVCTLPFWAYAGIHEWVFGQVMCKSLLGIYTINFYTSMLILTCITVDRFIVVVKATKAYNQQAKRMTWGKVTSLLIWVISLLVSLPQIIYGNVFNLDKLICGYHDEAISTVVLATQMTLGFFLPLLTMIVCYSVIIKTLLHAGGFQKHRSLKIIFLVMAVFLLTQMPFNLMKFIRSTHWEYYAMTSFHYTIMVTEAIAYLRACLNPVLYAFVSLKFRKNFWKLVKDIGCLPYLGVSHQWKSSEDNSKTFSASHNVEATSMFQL
APJ agonist: agonists of human APJ apelin receptor | P35414 | CHO-K1 APJ PathHunter beta-arrestin, luminescence; 0% DMSO wells, 100% apelin | activation, % at 20 µM | 330,000 tested, 0.11% active;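 active = activation more than six SD over the plate average, tested at 20 µM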;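 note: 0% = DMSO alone and 100% = apelin-13 at 10 nM; some results filed as inactive read as strong as hits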
Target sequence (P35414 whole entry, looked up): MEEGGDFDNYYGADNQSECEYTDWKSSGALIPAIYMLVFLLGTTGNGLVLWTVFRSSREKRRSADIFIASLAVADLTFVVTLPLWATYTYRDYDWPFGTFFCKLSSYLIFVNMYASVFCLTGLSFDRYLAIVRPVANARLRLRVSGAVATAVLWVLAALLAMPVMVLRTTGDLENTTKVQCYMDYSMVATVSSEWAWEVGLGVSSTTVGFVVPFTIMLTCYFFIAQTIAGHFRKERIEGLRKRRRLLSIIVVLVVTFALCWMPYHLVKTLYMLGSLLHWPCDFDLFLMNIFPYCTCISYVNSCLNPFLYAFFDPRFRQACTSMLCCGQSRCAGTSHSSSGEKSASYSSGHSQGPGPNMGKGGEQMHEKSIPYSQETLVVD
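Test system: CHO-K1 APJ beta-arrestin complementation cell line. Amount: cell density 1000 per well. Controls: DMSO negative, 10 nM Apelin-13 positive. Signal: luminescent beta-gal fragment complementation, chemiluminescent substrate. Read-out basis: agonist-driven arrestin binding to APJ. Timing: compound stimulation 90 min at 25 °C, detection 60 min.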
XBP1 UPR activ: activators of adaptive arm of unfolded protein response (XBP1) | CHO-XBP1 luciferase reporter, IRE1-XBP1 UPR activation, luminescence; percent of tunicamycin response, DMSO as zero | activation, % at 20 µM | 330,000 tested, 0.33% active | AID 463104;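 active = versus positive control, 20 µM dose yields 30% or more activation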;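 note: 100% = tunicamycin at 10 µg/mL and 0% = DMSO only wells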
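Material: CHO cell line with stable XBP1 luciferase reporter; schedule: 16-18 h cell attachment at 37 °C, then 6 h compound exposure; signal: glow luminescence from Steady-Glo reagent; medium: serum-containing F12 medium, 10% FBS; benchmarks: tunicamycin 10 µg/mL and vehicle-only wells; read-out: percent activation relative to tunicamycin reference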
APJ antagonist: blocks the human apelin receptor APJ | 330,000 tested, 0.32% active | P35414 | inhibition, % at 20 µM | CHO-K1 APJ beta-arrestin complementation, luminescence;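 active = inhibition above about 40% at 20 µM, limit read from the data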;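 note: cells challenged with 10 nM apelin-13 agonist together with compound; plate controls were apelin-13 plus DMSO wells for no effect and DMSO wells lacking apelin-13 for full effect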
Mdm2-MdmX inh: disrupts the human Mdm2-MdmX interaction; 330,000 tested, 3% active; SaOS-2 split-luciferase Mdm2/MdmX complementation, luminescence; O15151+Q00987; inhibition, % at 8 µM;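 active = inhibition of at least 50% at 8 µM in the primary screen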
UPR CHOP act: apoptotic UPR (CHOP) activation; activation, % at 10 µM; 330,000 tested, 0.34% active; CHO-CHOP luciferase reporter, luminescence; percent of tunicamycin response over DMSO baseline; AID 449763;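 active = at 10 µM dose, activation of 40% or more, normalized to positive control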;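 note: 100% = tunicamycin at 10 µg/mL and 0% = DMSO alone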
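System: CHO-CHOP luciferase reporter cell line; amount: 500 cells/well; buffer or medium: F12 medium containing 10% fetal bovine serum; incubation: 6 h compound exposure at 37 °C after overnight seeding; measured by: luciferase luminescence after 10 min with Steady-Glo reagent; evaluation: % reporter activation, DMSO baseline versus tunicamycin full activation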
tim23-1 inh: inhibits growth of tim23-1 mutant yeast | S. cerevisiae tim23-1 growth, BacTiter-Glo luminescence, 24 h | inhibition, % at 20 µM | 330,000 tested, 1.3% active;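 active = growth inhibition of the mutant yeast at or above 50%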;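 note: temperature-sensitive mutant grown at 25 °C; plate controls were DMSO-treated mutant yeast for no effect and medium wells lacking yeast for full effect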
An asterisk follows results filed as active.

Below each compound: tim10-1 inh	TIM10 inh	CXCR6 inh	APJ agonist	XBP1 UPR activ	APJ antagonist	Mdm2-MdmX inh	UPR CHOP act	tim23-1 inh
Cc1nc2c(-c3ccc(Cl)cc3)cnn2c2c1CCC2
 : 33.5	13.1	-6.8	-5.2	4.4	10.2	-21.1	1.8	0.3
CN(C)C1=C(Cl)C(=O)N(c2ccc(Cl)c(Cl)c2)C1=O
 : 5.4	-8.3	0.3	2.7	-2.9	-2.5	17.3	2.3	5.5
CC1(C)OC(=O)C(=CNC(=O)c2c(F)cccc2F)C(=O)O1
 : 14.8	0.3	-5.8	-3.6	-2.8	5.9	-2.2	-2.6	48.6
O=C(CNC(=O)c1ccc(Br)cc1)N/N=C/c1cccnc1
 : 0.5	-1.7	1.7	3.1	-1.3	-21.2	3.2	-0.2	16.7
COc1cccc(Cn2nnc(C(=O)Nc3ccc(C)cc3)c2N)c1
 : 14.8	3.8	-5.9	1.2	3.3	-3.0	5.5	2.9	8.4
C[C@@H](O)C(C(=O)N1CCNCC1)n1cc([C@@H](N)CCCCN)nn1 (some centres not stated)
 : 0.7	-2.8	-3.0	-3.5	-1.4	-3.9	5.1	-2.1	-8.7
O=C(COc1ccc(-c2ccccc2)cc1)NNC(=O)NC1CCCCC1
 : -8.5	0.3	-5.5	-2.2	-3.1	-6.6	13.4	0.0	-4.7
CCc1nnc(NC(=O)C2CCCN2S(=O)(=O)c2ccc(C)cc2)s1 (configuration not stated)
 : 12.3	4.8	-6.6	-13.0	0.5	7.1	15.7	0.9	-4.3
COc1ccc(C(C#N)N2N=C(C)CC2c2ccccc2)cc1 (configuration not stated)
 : 5.2	25.3	-0.8	-4.6	-3.3	6.0	-5.4	1.6	15.9
CCNC(=O)N(C)C[C@H]1N[C@@](C)(C(=O)OC)[C@H]2C(=O)N(Cc3ccccc3)C(=O)[C@@H]12
 : -9.2	-12.4	2.2	-4.3	0.1	-0.6	21.9	-0.7	-1.9

The list goes on.
Below each compound: tim10-1 inh	TIM10 inh	CXCR6 inh	APJ agonist	XBP1 UPR activ	APJ antagonist	Mdm2-MdmX inh	UPR CHOP act	tim23-1 inh
S=c1nn[nH]n1C12CC3CC(CC(C3)C1)C2
 : 28.1	11.3	5.5	-3.5	3.1	22.9	5.2	0.2	21.8
Cc1cccc(NS(=O)(=O)c2ccc(C(=O)NCCCN3CCOCC3)cc2)c1C
 : 12.9	3.8	-4.6	-1.0	-2.8	6.4	-3.8	0.4	10.3
COc1ccc(CCc2nnc(CCC(=O)NCc3cc(C(C)C)no3)o2)cc1
 : -4.1	-0.5	-3.3	-1.1	1.2	-5.7	-19.1	4.2	1.1
COc1cccc(/C=C/C(=O)OCC(=O)NCCNC(=O)COC(=O)/C=C/c2cccc(OC)c2)c1
 : 6.2	16.3	5.4	0.2	-3.5	4.2	13.1	-2.2	10.4
c1ccc(Cn2c(NCc3ccco3)nc3ccccc32)cc1
 : 30.9	9.6	6.5	-0.6	2.7	9.7	7.0	-1.0	25.9
COC(=O)c1cc(NC(=S)NC(=O)c2ccccc2)ccc1N1CCOCC1
 : 30.9	13.5	8.1	-2.2	-1.0	2.8	28.8	0.5	27.9
COC(=O)CCCCCCCCC(O)C[N+]1(C)CCOCC1 (configuration not stated)
 : -7.6	11.0	-16.0	-1.1	1.9	11.2	-4.8	0.6	-0.6
CCCCn1c(=O)n(CC(O)c2ccccc2)c(=O)c2c1ncn2C1CCCC1 (configuration not stated)
 : 27.1	19.9	-3.1	5.5	1.6	13.4	-18.0	-0.3	23.0
COc1ccc(C(=O)OCC(=O)NCC2CCCO2)cc1 (configuration not stated)
 : 7.4	-15.4	-4.8	-0.5	3.2	0.1	-12.3	-0.2	6.9
O=C(Cc1cn2ccsc2n1)Nc1ccccc1Oc1ccccc1
 : 1.8	-24.0	0.3	-2.8	-3.6	-1.0	27.4	-3.0	1.2

Whole records from above. Values in the order: tim10-1 inh, TIM10 inh, CXCR6 inh, APJ agonist, XBP1 UPR activ, APJ antagonist, Mdm2-MdmX inh, UPR CHOP act, tim23-1 inh
`COc1cccc(/C=C/C(=O)OCC(=O)NCCNC(=O)COC(=O)/C=C/c2cccc(OC)c2)c1` across the screens: 6.2, 16.3, 5.4, 0.2, -3.5, 4.2, 13.1, -2.2, 10.4
`COc1ccc(CCc2nnc(CCC(=O)NCc3cc(C(C)C)no3)o2)cc1` across the screens: -4.1, -0.5, -3.3, -1.1, 1.2, -5.7, -19.1, 4.2, 1.1
`CCCCn1c(=O)n(CC(O)c2ccccc2)c(=O)c2c1ncn2C1CCCC1` (configuration not stated) across the screens: 27.1, 19.9, -3.1, 5.5, 1.6, 13.4, -18.0, -0.3, 23.0

Of the compounds above, 5 contain sulfur.
Below each compound: tim10-1 inh	TIM10 inh	CXCR6 inh	APJ agonist	XBP1 UPR activ	APJ antagonist	Mdm2-MdmX inh	UPR CHOP act	tim23-1 inh
CCc1nnc(NC(=O)C2CCCN2S(=O)(=O)c2ccc(C)cc2)s1 (configuration not stated)
 : 12.3	4.8	-6.6	-13.0	0.5	7.1	15.7	0.9	-4.3
S=c1nn[nH]n1C12CC3CC(CC(C3)C1)C2
 : 28.1	11.3	5.5	-3.5	3.1	22.9	5.2	0.2	21.8
Cc1cccc(NS(=O)(=O)c2ccc(C(=O)NCCCN3CCOCC3)cc2)c1C
 : 12.9	3.8	-4.6	-1.0	-2.8	6.4	-3.8	0.4	10.3
COC(=O)c1cc(NC(=S)NC(=O)c2ccccc2)ccc1N1CCOCC1
 : 30.9	13.5	8.1	-2.2	-1.0	2.8	28.8	0.5	27.9
O=C(Cc1cn2ccsc2n1)Nc1ccccc1Oc1ccccc1
 : 1.8	-24.0	0.3	-2.8	-3.6	-1.0	27.4	-3.0	1.2

(cont.)
Below each compound: tim10-1 inh	TIM10 inh	CXCR6 inh	APJ agonist	XBP1 UPR activ	APJ antagonist	Mdm2-MdmX inh	UPR CHOP act	tim23-1 inh
CCCC[C@@H]1CNCCN1CCc1cc(C(F)(F)F)cc(C(F)(F)F)c1
 : 9.7	-2.0	1.6	0.8	2.7	1.8	9.3	0.3	-4.0
CCOc1ccc(NC(=O)CCC(=O)N/N=C(\C)c2cccs2)cc1
 : -12.8	6.4	2.5	1.1	-5.1	-48.3	27.5	0.4	-1.1
Cc1ccc(N/N=C(\C#N)C(=N)N2CCCCCC2)cc1
 : -4.6	1.5	-3.0	-3.6	-5.1	-5.9	-110.6	0.2	14.7
O=C1c2ccccc2C(=O)N1CCCc1nc2ccccc2c(=O)n1Cc1ccco1
 : -1.0	-27.3	-4.3	1.5	-3.7	14.2	13.6	2.0	8.5
CCC(C)c1ccc(NC(=O)c2cnn3c(C(F)F)cc(C)nc23)cc1 (configuration not stated)
 : 31.7	12.2	7.3	-3.0	5.6	11.0	16.6	2.0	27.7
O=C(COC(=O)c1cccs1)Nc1nnc(-c2ccccc2)o1
 : -8.3	-7.3	4.4	-2.2	-2.7	-48.6	11.4	-2.4	-6.4
COC(=O)c1ccc(NC(=O)C2CCCN2S(=O)(=O)c2ccc(C)cc2)cc1 (configuration not stated)
 : 8.3	-18.1	-0.2	-2.9	-3.1	8.9	0.9	-2.1	16.7
O=C(CSc1n[nH]c(=O)n1C1CC1)c1ccc(F)cc1
 : -11.5	-8.4	3.5	0.5	-0.6	12.9	9.5	0.5	-0.3

Bioassay records as filed in PubChem.

Some of the compounds tested, so the mix of outcomes need not match the whole.
